Screening results as filed in PubChem.
ABCG2 inh: human ABCG2 inhibition, ABCB1 as counter-screen. Q9UNQ0. inhibition, % at 6.6 µM. IgMXP3 cells, JC-1 efflux, flow cytometry. 190,000 tested, 0.1% active;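 active means inhibition above 80%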;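 further: 0% = DMSO and 100% = nicardipine control wells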
Target sequence (Q9UNQ0 whole entry, looked up): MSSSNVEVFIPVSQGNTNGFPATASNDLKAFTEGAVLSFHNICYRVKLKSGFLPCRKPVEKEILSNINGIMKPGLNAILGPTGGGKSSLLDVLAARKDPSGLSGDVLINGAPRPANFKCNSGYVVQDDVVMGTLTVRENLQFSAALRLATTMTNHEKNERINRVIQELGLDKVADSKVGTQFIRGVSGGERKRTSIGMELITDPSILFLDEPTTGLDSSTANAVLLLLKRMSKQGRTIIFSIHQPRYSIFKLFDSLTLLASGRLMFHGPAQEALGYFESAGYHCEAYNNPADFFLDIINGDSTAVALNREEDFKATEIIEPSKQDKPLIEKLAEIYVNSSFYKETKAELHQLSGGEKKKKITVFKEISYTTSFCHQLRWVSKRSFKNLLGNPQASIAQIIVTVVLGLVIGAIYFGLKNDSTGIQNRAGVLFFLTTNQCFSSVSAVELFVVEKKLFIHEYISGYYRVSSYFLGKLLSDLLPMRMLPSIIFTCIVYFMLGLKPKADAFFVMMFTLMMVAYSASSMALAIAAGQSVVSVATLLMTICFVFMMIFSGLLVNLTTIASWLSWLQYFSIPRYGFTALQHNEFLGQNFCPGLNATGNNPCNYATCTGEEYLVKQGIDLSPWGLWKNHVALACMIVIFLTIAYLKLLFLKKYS
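Assay system – ABCG2 IgMXP3 and barcoded ABCB1 CCRF-Adr cell mix · Input – 3 million cells/mL in well · Reagent – JC-1 fluorescent substrate · Compound – single test compound dose, 6.6 µM final · Timing – 10 min exposure at 25 °C with rotation, no wash · Detection – flow cytometry of retained JC-1 fluorescence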
GSH fluor: compound fluoresces at 488/530 nm on GSH beads; 190,000 tested, 0.25% active; fluorescence (KMESF) at 10 µM; AID 1776; GSH beads flow cytometry, compound fluorescence 488/530 nm; stronger effect = higher value; in the data active means fluorescence above about 89;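 further: glutathione beads carrying GST-tagged Bcl family fusion proteins plus one bare bead set; values are compound well signal with DMSO vehicle wells as background; inactives centre near 16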
Bim-Bfl-1: human Bim-Bfl-1 interaction inhibition. Q16548. Bead-based flow cytometry, Bim-Bfl-1 binding inhibition. inhibition, % at 10 µM. 190,000 tested, 0.12% active;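 further: 0% = wells without compound plus tracer and 100% = blocker peptide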
RGS7-Gao reg: regulators of human RGS7-Galphao interaction; binding response (% of control), % at 10 µM; 220,000 tested, 0.35% active; Multiplexed bead flow cytometry, RGS7-Galphao binding; actives lie on both sides; AID 1439; in the data active means binding response below about 49% or above about 150%; inconclusive means no clear call, values can overlap the other calls; inactive means in between;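 further: fluorescent Galphao held in activated GDP-AlF4 state binding bead-coupled RGS7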
ABCB1 inh: blocks JC-1 efflux by human ABCB1 transporter | P08183 | CCRF-Adr cells, flow cytometry | inhibition, % at 6.6 µM | 190,000 tested, 0.067% active | AID 1326; in the data active means inhibition above about 40%;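 further: 0% = vehicle and 100% = reference inhibitor; higher value means more JC-1 retained so stronger ABCB1 efflux block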
Bim-Bcl-XL: disrupts Bim peptide binding to human Bcl-XL; Q07817; inhibition, % at 10 µM; bead flow cytometry, fluorescence; 190,000 tested, 0.04% active; AID 1007
Bim-Bcl-B: human Bim-Bcl-B interaction inhibition. 190,000 tested, 0.073% active. bead-based flow cytometry, Bim peptide-Bcl-B binding. Q9HD36. inhibition, % at 10 µM. AID 951;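 further: 0% = tracer peptide without compound and 100% = reference inhibitor peptide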
Target sequence (Q9HD36 whole entry, looked up): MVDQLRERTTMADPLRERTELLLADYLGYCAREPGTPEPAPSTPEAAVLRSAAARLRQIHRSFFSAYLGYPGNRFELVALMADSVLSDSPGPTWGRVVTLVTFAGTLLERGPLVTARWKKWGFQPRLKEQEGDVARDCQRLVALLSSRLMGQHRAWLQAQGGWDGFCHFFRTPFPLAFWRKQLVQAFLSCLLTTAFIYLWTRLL
RGS4-Gao reg: human RGS4-Galphao interaction regulation. P09471. Multiplexed bead flow cytometry, RGS4-Galphao binding; actives lie on both sides. binding response (% of control), % at 10 µM. 220,000 tested, 0.33% active; in the data active means binding response below about 49% or above about 150%; inactive means in between;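 further: fluorescent Galphao activated with aluminum fluoride binding bead-coupled RGS4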
Bim-Bcl-2: disrupts Bim peptide binding to human Bcl-2; Bead-based flow cytometry, Bim peptide-Bcl-2 binding; inhibition, % at 10 µM; 190,000 tested, 0.06% active; AID 950; in the data active means inhibition above about 40%; inconclusive means no clear call, values can overlap the other calls;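 further: 0% = no compound wells with probe peptide and 100% = reference peptide inhibitor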
RGS8-Gao: modulates binding of RGS8 to human Galphao; multiplexed bead flow cytometry; actives lie on both sides; response (percent of control binding), % at 10 µM; 220,000 tested, 0.34% active; AID 1423; in the data active means response below about 60% or above about 140%; inactive means in between;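 further: Galphao activated as the GDP aluminium fluoride complex binding bead-coupled RGS8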
Bcl-W Bim block: disrupts Bim peptide binding to human Bcl-W. bead-based flow cytometry. inhibition, % at 10 µM. 190,000 tested, 0.02% active;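 further: 0% = bound tracer without compound and 100% = peptide blocker; higher means less fluorescent Bim peptide bound to Bcl-W beads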
Target sequence (Q92843 whole entry, looked up): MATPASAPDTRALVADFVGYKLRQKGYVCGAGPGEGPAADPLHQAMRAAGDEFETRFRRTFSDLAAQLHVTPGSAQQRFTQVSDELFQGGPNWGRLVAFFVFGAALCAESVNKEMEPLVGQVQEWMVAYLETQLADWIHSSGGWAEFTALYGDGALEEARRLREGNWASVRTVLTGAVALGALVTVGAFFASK
* hit, by the source's call; ? = inconclusive. Unless noted, no stated cut-off is given here; in the data, active means inhibition above about 40%.

SMILES	ABCG2 inh	GSH fluor	Bim-Bfl-1	RGS7-Gao reg	ABCB1 inh	Bim-Bcl-XL	Bim-Bcl-B	RGS4-Gao reg	Bim-Bcl-2	RGS8-Gao	Bcl-W Bim block
N/C(=N\OC(=O)CCCOc1ccccc1)c1ccccc1	16	10	-12	101	0.3	-5	-5	98	-8	99	-4
Cc1ccc(C(=O)NC(=S)NCc2cccnc2)cc1	15	11	-7	102	0.6	-5	-5	103	-3	101	0
COC(=O)NCC(c1ccco1)N1CCN(c2ccc(OC)cc2)CC1 (configuration not stated)	-1	18	-3	?	0.1	-2	-6	100	-1	99	-1
CCCc1noc2c1/C(=N\O)CC(CC(C)SCC)C2 (configuration not stated)	4	12	0	90	0.4	-1	0	87	-3	80	-2
CC(=O)c1n[nH]nc1Nc1nc(C)cc(C)n1	3	15	-6	100	-0.2	-8	-9	101	-6	101	-9
CC12CCC(C(=O)N(NC(=O)c3ccc(O)cc3)C1=O)C2(C)C (configuration not stated)	3	7	-1	99	0.2	-5	-4	97	0	94	-3
O=C(Cc1ccccc1)Nc1ccccc1C(=O)Nc1ccccc1	17	5	0	104	0.6	-6	-7	100	-3	101	-5
Cc1ccc(CNC(=O)c2ccc(OCC3CCCO3)cc2)cc1 (configuration not stated)	36	4	3	101	2.1	-1	-5	101	0	105	-1
CCc1ccccc1N1CCN(S(=O)(=O)c2cc(OC)ccc2OC)CC1	0	39	-11	101	0.1	-4	-5	102	-12	100	2
Cc1cnc(C(=O)OCC(=O)Nc2ccc(Cl)cc2)cn1	0	22	0	96	-0.2	-2	-2	97	-3	96	-2
CCOc1ccc(NC(=O)NCCCN2CCCC2)cc1	1	28	-9	101	0.4	-8	-9	95	-11	97	-1
C=CCNC(=O)/C(C#N)=C/c1ccccc1Cl	3	11	-6	103	-0.3	-3	-2	100	-2	99	-3
O=C(/C=C\c1ccco1)c1ccc(NC(=O)c2ccco2)cc1	0	13	-1	92	0.1	-2	-13	94	-3	97	-2
O=C(CCCCn1c(=O)c2ccccc2n(CC(=O)Nc2cccc(F)c2)c1=O)NCc1ccco1	1	18	0	97	0.2	1	1	102	-1	100	-1
Cc1cc(C(=O)N2CCOCC2)c(C)o1	1	10	-8	101	-0.2	-4	-4	103	-5	102	-4
O=C(NC1CCS(=O)(=O)C1)c1ccc(S(=O)(=O)NCC2CCCO2)cc1 (configuration not stated)	3	29	-17	99	0.8	2	-14	102	-12	102	0
Cn1c(N)c(C(=O)COC(=O)c2cc(C3CC3)nc3ccccc23)c(=O)n(Cc2ccccc2)c1=O	4	19	-5	100	0.0	-1	-4	103	-1	100	1
CCOCCCNC(=O)C1CCN(S(=O)(=O)N2CCCC2)CC1	0	7	-5	104	0.7	-1	-1	101	-2	102	-1
CN(C)c1ncc(S(=O)(=O)c2ccccc2)c(-c2ccc(Cl)cc2Cl)n1	8	26	-3	102	0.8	-1	-2	101	-1	102	0
O=C(CSc1cn(Cc2ccccc2)c2ccccc12)N1CCOCC1	1	26	-10	104	0.6	-3	-4	106	-10	108	1
COc1cc(NS(=O)(=O)c2ccc(NC(=O)NC3CCCCC3)cc2)nc(OC)n1	1	24	-12	98	0.8	-4	-5	96	-9	101	-1
CCOc1ccc(Br)cc1S(=O)(=O)Nc1ccc(C(=O)OC(C)C(=O)N(C)c2ccccc2)cc1 (configuration not stated)	18	19	4	108	9.9	-5	2	104	-1	103	-2
O=C(CNS(=O)(=O)c1ccccc1)N1CCN(c2ccccc2)CC1	3	38	-10	104	1.4	-9	-8	106	-6	104	0
Cn1c(=S)[nH]c(=O)c2ncc(=O)[nH]c21	0	17	-6	96	-0.2	-5	-4	98	-1	102	-4
CCC(C)(C(=O)NC1CCCCC1)N(Cc1ccco1)C(=O)c1cnccn1 (configuration not stated)	5	32	-16	102	-0.3	-3	-8	100	-10	101	0
(cont.)
SMILES	ABCG2 inh	GSH fluor	Bim-Bfl-1	RGS7-Gao reg	ABCB1 inh	Bim-Bcl-XL	Bim-Bcl-B	RGS4-Gao reg	Bim-Bcl-2	RGS8-Gao	Bcl-W Bim block
CCN(CC)S(=O)(=O)c1ccc(NC(=O)CSc2cccc[n+]2[O-])cc1	3	12	-12	105	0.7	-3	-6	104	-8	104	1
CC1(C)CC(=O)C(C2c3ccccc3S(=O)(=O)c3ccccc32)C(=O)C1	1	21	-4	?	0.5	-4	0	97	0	98	0
NN=C1c2cc([N+](=O)[O-])ccc2-c2ccc([N+](=O)[O-])cc21	2	17	-1	99	-0.1	2	-2	100	4	104	0
S=c1[nH]nc(Cn2nnc3ccccc32)n1-c1ccc(Cl)cc1	1	15	3	101	0.1	-3	-32	98	1	99	0
COc1ccc2cc(C(=O)c3ccccc3)c(=O)oc2c1	24	23	-22	100	1.3	-10	-10	99	-7	102	-2
CC(=O)c1ccc(NC(=O)CSc2nnc(NC(=O)CN3CCOCC3)s2)cc1	0	35	-7	96	0.0	-9	-3	92	-6	95	3
Cc1cccc(NCc2n[nH]c(=S)n2-c2ccccc2)c1	-1	14	0	99	-0.7	-12	-39	98	-6	94	-6
O=C(O)COCc1nc2ccccc2[nH]1	2	13	-7	100	0.4	-2	-9	101	-5	101	0
CC(=O)O/N=C(/C)c1ncc(C(F)(F)F)cc1N1CCOCC1	9	9	-10	99	2.0	-1	-7	101	-5	101	6
CCOC(=O)N1CCC(NC(=O)COc2cc(=O)n(C)c3ccccc23)CC1	-1	14	-2	102	0.0	-2	-3	99	-5	99	-1
Cc1ccccc1Cn1cc(C)c(=O)[nH]c1=O	-2	11	5	100	-0.4	-5	-2	99	0	100	-2
CC(C)CC(C(=O)O)N1C(=O)C2C3CC(C2C1=O)C1C(c2ccccc2)c2sc(=O)[nH]c2SC31 (configuration not stated)	-9	18	-11	99	-1.8	-8	-7	97	-3	99	-5
C/C(=N\NC(=O)C(O)(c1ccccc1)c1ccccc1)c1ccc(C)o1	0	11	0	98	-0.2	-3	-6	98	0	77	-2
O=C(NC(=S)Nc1ccc(F)cc1)c1ccc2c(c1)OCCO2	24	15	6	104	0.6	1	0	103	-2	101	4
COc1cccc(NC(=S)N(CCN2CCCCC2)Cc2ccco2)c1	0	16	-4	?	0.1	-7	-6	102	-5	102	-6
COc1ccccc1NS(=O)(=O)c1cc(NC(=O)CCC(=O)c2cccs2)ccc1Cl	0	8	-16	100	0.1	-4	-5	97	-4	102	-2
Cc1ccc(CNC(=O)Cc2ccc(-n3c(=O)[nH]c4ccsc4c3=O)cc2)cc1	-6	26	3	100	-1.5	0	1	102	1	101	-1
COc1cc(NC(=S)Nc2ccc(S(=O)(=O)N3CCOCC3)cc2)cc(OC)c1OC	0	25	2	93	0.1	-4	-2	94	0	97	-4
C/C(=N\NC(=O)c1cccc(N/N=C(\C)c2ccncc2)c1)c1ccncc1	2	21	-3	96	0.6	-1	1	96	0	98	5
Cc1nc(Nc2nc(CSc3ccc(Cl)cc3)cc(=O)[nH]2)nc2ccccc12	14	14	-17	92	3.1	-8	-16	95	-10	101	-8
O=C(CN1CCN(c2ccc(Cl)cc2)CC1)Nc1ccc(F)c(F)c1	-1	16	0	96	-0.1	-4	0	99	0	101	-5
O=C(NCCN1CCCC1=O)Nc1ccccc1	0	12	0	100	0.0	0	-2	100	-2	101	-2
CCn1c(SCC(=O)Nc2cccc(C)n2)nc2c1c(=O)n(C)c(=O)n2C	10	12	1	86	4.8	1	-1	90	5	98	5
COc1ccccc1NC(=O)CSc1nnc(CCNC(=O)c2ccc(C)cc2)n1C	5	17	-2	107	1.5	0	2	109	-4	105	2
O=C(c1ccco1)N1CCN(C(=O)C2CCCc3c2[nH]c2ccc(Cl)cc32)CC1 (configuration not stated)	9	26	-12	95	1.5	-20	-3	98	-10	99	0
Next part:
SMILES	ABCG2 inh	GSH fluor	Bim-Bfl-1	RGS7-Gao reg	ABCB1 inh	Bim-Bcl-XL	Bim-Bcl-B	RGS4-Gao reg	Bim-Bcl-2	RGS8-Gao	Bcl-W Bim block
CCOC(=O)c1c(Cc2ccccc2)c[nH]c1C	20	12	-3	96	1.1	-6	-6	100	-1	102	-6
Cc1occc1-c1nnc(SCC(=O)NCc2cccs2)n1CC1CCCO1 (configuration not stated)	1	31	-1	97	0.2	1	0	100	-2	101	0
O=C(c1cnn2c(C(F)F)cc(C3CC3)nc12)N1CCCC1	0	42	-7	99	0.1	-2	-6	101	-3	103	2
Cc1cccc(N2C(=O)N(c3ccccc3C)C3CS(=O)(=O)CC32)c1 (configuration not stated)	1	10	-1	104	0.4	-1	-2	98	0	98	0
Cc1cccc2sc(N(CCCN(C)C)C(=O)c3cc4ccccc4oc3=O)nc12	19	20	-4	103	7.3	-8	-9	104	-7	103	-5
CCOC(=O)c1c(C)[nH]c(C)c1C(=O)CSc1nnc(-c2cc(OC)c(OC)c(OC)c2)o1	3	12	-7	100	0.4	-3	-5	98	-4	97	0
Clc1ccc(-c2nnc3sc(-c4ccc(Br)o4)nn23)cc1	0	33	-5	91	-0.5	1	-8	95	-3	92	0
COc1ccc(NC(=O)CSc2n[nH]c(N)n2)cc1OC	6	11	-4	106	0.2	-4	0	105	-2	100	-2
O=S(=O)(NC1c2cccc3cccc(c23)C1N1CCN(CCO)CC1)c1ccccc1 (configuration not stated)	0	13	-2	98	0.2	-2	0	106	-2	102	-1
CCOC(=O)c1[nH]c(C)c(CN(C(C)=O)c2ccc(OCC)cc2)c1C	3	12	-8	101	0.8	1	-1	99	-1	97	0
CC(=O)Nc1cccc(NC(=O)Nc2cccc(Cl)c2C)c1	1	26	-4	106	16	-1	0	105	-1	104	2
COc1ccccc1N1CCN(c2ccc(-c3ccccc3)nn2)CC1	6	38	-10	104	-0.2	-1	-1	102	-9	106	0
CCOC(=O)C(C)Oc1cccc2c(=O)n(CC(=O)NCc3ccco3)ccc12 (configuration not stated)	0	24	-11	101	0.1	-3	-7	97	-10	96	0
CCN(CC)S(=O)(=O)c1ccc2nnn(O)c2c1	0	14	-1	96	0.4	3	0	99	-4	100	-1
Cc1cc([N+](=O)[O-])ccc1N(C)C	-3	13	0	102	0.0	0	0	102	1	102	0
CC(=O)Oc1cccc(N2C(=O)C3C4C=CC(C4)C3C2=O)c1 (configuration not stated)	2	42	-10	100	0.5	-4	-7	103	-3	100	3
O=[N+]([O-])c1cccc(-c2nc3ccc([N+](=O)[O-])cc3[nH]2)c1	1	7	-2	98	0.0	4	0	98	0	101	2
CCN(CCn1cccn1)Cc1cn[nH]c1-c1ccc(-c2ccccc2)cc1	2	18	-6	104	0.5	-6	-4	106	-2	106	-2
S=C(NCc1ccc(Cl)cc1Cl)NC1CCCCC1	10	11	-1	101	0.1	-8	-7	100	0	103	-4
